Bioassay records (PubChem)
OX1R antag-1 – antagonists of human orexin 1 receptor; O43613; CHO/OX1R cells, Fluo-8 calcium fluorescence, orexin A; inhibition, % at 5 µM; actives 0.43% (n = 330,000); AID 434989;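 active = inhibition above its plate's threshold, mean inhibition of all tested compounds on the plate plus 3 SD, cut at about 37% in these data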;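 also: 0% = orexin A challenge wells and 100% = SB-334867-A antagonist wells; not every result past the cut was called active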
Target sequence (O43613 whole entry, looked up): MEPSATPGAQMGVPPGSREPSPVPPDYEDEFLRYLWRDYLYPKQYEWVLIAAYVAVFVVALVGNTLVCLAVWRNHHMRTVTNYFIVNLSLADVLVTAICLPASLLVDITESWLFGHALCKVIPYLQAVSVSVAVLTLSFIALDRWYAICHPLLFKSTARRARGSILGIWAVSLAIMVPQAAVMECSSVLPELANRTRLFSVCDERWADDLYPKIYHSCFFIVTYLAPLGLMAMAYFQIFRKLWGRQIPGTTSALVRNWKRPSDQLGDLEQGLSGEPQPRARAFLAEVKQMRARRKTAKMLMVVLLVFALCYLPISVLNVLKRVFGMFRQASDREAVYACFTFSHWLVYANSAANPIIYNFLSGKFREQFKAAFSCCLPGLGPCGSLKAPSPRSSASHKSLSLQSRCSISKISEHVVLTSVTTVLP
OX1R antag-2 – blocks the human orexin 1 receptor; OX1R-expressing cells, FRET antagonist read-out; inhibition, % at 6.6 µM; actives 1.8% (n = 330,000); AID 485270; in the data active = inhibition mostly above about 38%, no sharp cut-off; inactive = mostly below about 40%;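 also: 0% = agonist challenge alone and 100% = reference antagonist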
STK33 inh – human STK33 kinase inhibition; actives 0.073% (n = 320,000); purified STK33, MBP phosphorylation, ADP-Glo luminescence; Q9BYT3; inhibition, % at 10 µM; AID 2661;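 active = inhibition at or above 25%, using the most active replicate where run in duplicate; inactive = inhibition below 25%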
Target sequence (Q9BYT3 whole entry, looked up): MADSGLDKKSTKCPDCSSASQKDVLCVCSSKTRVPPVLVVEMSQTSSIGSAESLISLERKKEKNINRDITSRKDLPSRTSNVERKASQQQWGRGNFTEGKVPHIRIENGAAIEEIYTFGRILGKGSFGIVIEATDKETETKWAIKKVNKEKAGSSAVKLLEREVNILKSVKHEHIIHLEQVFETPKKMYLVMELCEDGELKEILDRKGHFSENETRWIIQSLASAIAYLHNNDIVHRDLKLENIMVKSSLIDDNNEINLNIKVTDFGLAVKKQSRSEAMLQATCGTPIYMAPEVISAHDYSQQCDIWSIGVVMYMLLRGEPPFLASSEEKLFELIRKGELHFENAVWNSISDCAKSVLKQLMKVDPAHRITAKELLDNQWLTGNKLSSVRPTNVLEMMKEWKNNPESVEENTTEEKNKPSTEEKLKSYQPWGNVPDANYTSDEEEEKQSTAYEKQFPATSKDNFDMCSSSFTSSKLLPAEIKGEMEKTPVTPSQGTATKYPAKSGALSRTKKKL
* hit, by the source's call; nt = no result given; & = joins results of further samples.

no.	mol	OX1R antag-1	OX1R antag-2	STK33 inh
1	CCN(CC)S(=O)(=O)c1ccc(N2CCOCC2)c(NC(=O)COc2ccccc2C)c1	-0.6	6.7	-0.9
2	CCN([C@H](CO)CC(C)C)S(=O)(=O)c1ccccc1	-6.7	6.0	nt
3	COC(=O)C1=C(C)NC(=O)/C1=C\c1cc(C)n(-c2cccc(C)c2)c1C	-10.7	16.0	-0.3
4	N#CC(C#N)=Cc1ccc(OCC(=O)N2CCOCC2)cc1	-0.8	36.4	-0.4
5	CCS(=O)(=O)c1ccc(O)c(NC(=O)COc2ccc(OC)cc2)c1	-8.8	4.2	-0.7
6	Cc1cc(=O)c2ccccc2s1	-20.4	11.8	-1.1
7	CC1=C(C(=O)Nc2cccc(C(=O)NC3CCCC(C)C3C)c2)SCCO1 (configuration not stated)	-12.1	8.6	-3.2
8	Cc1cccc(NC(=O)C2c3ccccc3C(=O)N3CCc4ccccc4C23)n1 (configuration not stated)	-14.2	23.4	-2.1
9	COc1ccc(CN2CCN(C(C)C)C(CCO)C2)cc1Cn1cccn1 (configuration not stated)	-12.7	7.5	-0.6
10	CCOC(=O)CN1C(=O)C(O)=C(C(C)=O)C1c1ccc([N+](=O)[O-])cc1 (configuration not stated)	3.9	38.7	-0.8
11	O=C(CCc1nnc(-c2ccsc2)o1)NCc1ccccc1OC(F)(F)F	-9.1	17.4	8.1
12	O=C1OC(=O)C2C3CCC(O3)C12 (configuration not stated)	-0.6	4.8	-0.4
13	O=C(O)C1CCCN1c1ncccc1[N+](=O)[O-] (configuration not stated)	-1.9	17.5	-2.3
14	COc1ccccc1N1CCN(C(=O)CN2C(=O)c3ccccc3C2=O)CC1	-29.1	17.5	-0.8
15	Clc1ncccc1-c1nc2ccccc2n1Cc1ccccc1	-18.5	0.2	-1.2

no.	mol	OX1R antag-1	OX1R antag-2	STK33 inh
16	O=C1NCC(O)=C1C=NC12CC3CC(CC(C3)C1)C2	-29.6&-21.0	16.8&32.5	-1.5&-1.2
17	CCOc1nc(NC(=O)NS(=O)(=O)c2cccc(Cl)c2)nc(-c2ccccc2)n1	12.6	-0.7	2.0
18	COc1ccc(NS(=O)(=O)c2ccc3nc(COc4cccc5ccccc45)[nH]c3c2)cc1	19.4	-10.4	-1.9
19	CCOC(=O)CN(C(=O)CSc1nnc(CNc2ccc(C)cc2C)n1CC)c1ccccc1	-31.6	20.0	-0.4
20	Cc1cc(NC2CCCCC2)nc(NCc2ccccc2)n1	-6.4	19.4	1.0
21	CN(C)S(=O)(=O)c1ccc(NC(=O)Cn2ccsc2=N)cc1	-16.3	5.9	-1.1
22	CC(=O)c1ccc(Oc2ncnc(N)c2[N+](=O)[O-])cc1	-13.9	1.9	-1.3
23	CCOc1cc(NC(=O)c2ccco2)c(OCC)cc1NC(=O)CCc1ccccc1OC	-28.3	12.6	0.5
24	CCc1cccc(CC)c1-n1c(SCc2cc(=O)n3ccsc3n2)nnc1-c1cccnc1	-20.1	11.5	0.0
25	Cc1ccc(OCCn2c(C3CC(=O)N(Cc4ccccc4)C3)nc3ccccc32)cc1 (configuration not stated)	-12.4	2.6	0.6
26	Cc1cccc(C(C)C)c1NC(=O)CSc1nncn1C	-6.9	6.1	-0.6
27	Cc1onc(-c2c(F)cccc2Cl)c1C(=O)c1ccccc1O	-17.1	16.5	-2.3
28	CC(NS(=O)(=O)c1ccc2ccccc2c1)c1ccccn1 (configuration not stated)	10.5	21.4	-1.8
29	CCn1c(SCC(=O)N/N=C/c2cc(OC)c(OC)c(OC)c2)nc2ccccc21	-17.1	29.0	-0.9
30	O=C(NNS(=O)(=O)c1ccc(F)cc1)c1ccccc1F	-19.7	-1.4	-0.9

no.	mol	OX1R antag-1	OX1R antag-2	STK33 inh
31	CCc1ccccc1NC(=O)CNC(=O)c1cccc(S(=O)(=O)N2CCN(Cc3ccccc3)CC2)c1	-43.1	17.5	-2.1
32	CCNc1nc(NCC)n2c(SCC(=O)c3ccc(C(C)C)cc3)nnc2n1	-6.7	-4.1	1.4
33	Cc1ccsc1C(=O)N(c1nc2ccccc2s1)c1c(C)cccc1C	-8.6	8.2	-0.3
34	Cc1ccc(C)c(OCCC(=O)NNC(=O)c2ccncc2)c1	2.8	12.1	0.1
35	Cc1ccc(S(=O)(=O)Nc2cc(C(=O)O)ccc2N2CCCCC2)cc1	-6.8	13.1	-2.1
36	Cc1c(C(C)C)c(=O)n(-c2ccc(S(=O)(=O)NCc3ccccc3)cc2)n1C	12.3	33.1	-0.9
37	O=Nc1c2nc3ccccc3n(O)c-2c2ccccc12	-31.9	90.7*	16.6
38	CCOc1ccc(C(=O)Nc2cccc(-c3cc4ccccc4oc3=O)c2)cc1[N+](=O)[O-]	-2.1	27.8	-1.3
39	O=C(CN1CCOCC1)NCCNC(=O)CN1CCOCC1	-1.3	12.1	-0.8
40	CN(C)C(=O)N1CCN(C(=O)N(C)C)CC1	-9.3	12.2	-1.3
41	COc1cc(OC)cc(C(=O)Nc2ccc3nc4n(c(=O)c3c2)CCCC4)c1	-3.5	24.9	-1.7
42	C=CCn1c(-c2ccncc2)n[nH]c1=S	6.7	14.2	-3.7
43	O=C(NCC1CCCO1)c1ccc2c(=O)n(CC3CCCO3)c(SCC(=O)N3CCCC3)nc2c1 (configuration not stated)	-21.3	18.0	-2.7
44	C=CCC[C@H](Cc1ccc(F)cc1)C(=O)OC[C@H](Cc1c[nH]c2ccccc12)NC(=O)[C@@H](CC=C)CC(=O)NCCO	23.1	6.4	-0.8
45	CCOC(=O)N1CCN(C(=O)CN(C2CCCCC2)S(=O)(=O)c2ccc(Cl)cc2)CC1	-20.1	9.0	0.5

no.	mol	OX1R antag-1	OX1R antag-2	STK33 inh
46	O=C1N=c2ccc(Br)cc2=C1c1sc(=O)[nH]c1O	-21.2	41.5*	2.8
47	CCOC(=O)CSc1ncnc2c1cnn2-c1ccccc1	18.1	9.8	-0.2
48	CCN(C[C@H]1N[C@@](CC)(C(=O)OC)[C@H]2C(=O)N(Cc3ccccc3)C(=O)[C@@H]12)C(=O)Nc1ccc(OC)cc1	-31.4	9.5	-2.5
49	CC1CCCC(C)N1C(=O)Cn1c(SCC(=O)Nc2ccc3c(c2)OCO3)nc2ccccc21 (configuration not stated)	-14.2	20.9	-0.8
50	CC1Cc2cc(/C=C3/SC(=S)N(C)C3=O)ccc2O1 (configuration not stated)	-27.4	6.7	-1.7
51	Cc1noc(/C=C/N(C)C)c1S(=O)(=O)N1CCCC(C(=O)NCc2ccco2)C1 (configuration not stated)	-16.0	12.4	0.6
52	COc1ccc(-c2nc(N)nc(C)c2-c2ccc(Cl)cc2)c(O)c1	-34.3	7.9	1.4
53	S=c1[nH]nc(-c2ccccc2Cl)n1CC1CCCO1 (configuration not stated)	2.1	4.4	-0.2
54	CCOc1ccc(NC(=O)CCN2CCN(c3ccccc3)CC2)cc1	-30.6	15.7	-3.0
55	N#Cc1cc(-c2ccccc2)oc1/N=C/c1ccccc1O	2.7	4.5	-0.8
56	NC(=O)CC(NC(=O)c1ccc(Br)cc1)c1ccc(N2CCN(c3ccccn3)CC2)c([N+](=O)[O-])c1 (configuration not stated)	-18.3	22.1	-0.7
57	CCn1cc(CN2CCC(n3nccc3NC(=O)C3CCCC3)CC2)cn1	-9.3	-4.8	-0.7
58	CCOC(=O)c1ccc(NC(=O)CSc2nnc(C)n2-c2ccccc2)cc1	-36.4	41.3	-1.9
59	Nc1nnn(CC(=O)N/N=C/c2ccco2)n1	4.5	9.5	-0.8
60	O=C1CCN(C(=O)Nc2ccccc2)N1	-11.7	4.5	-1.4

Values run as follows: OX1R antag-1 | OX1R antag-2 | STK33 inh
(61) Cc1ccc(-n2ncc3c2CCCC3NC(=O)CCN2CCCC2=O)cc1C (configuration not stated)
→ -13.5 | 24.5 | -0.4
(62) O=[N+]([O-])c1ccccc1OCCNCc1ccccc1
→ -26.4 | 22.3 | -0.6
(63) CCc1nn(C)c(N)c1C
→ 1.4 | 9.4 | -1.9
(64) COC(=O)C1=C(C)NC(C)=C(C(=O)OC)C1c1cc2ccc(C)cc2[nH]c1=O
→ -14.8 | 13.4 | -0.4
(65) Cc1onc(-c2c(Cl)cccc2Cl)c1C(=O)N=S(C)(=O)c1ccccc1 (configuration not stated)
→ -18.2 | 12.8 | -1.4
(66) COc1ccc(CNCC(O)COc2cccc3c2OC(C)(C)C3)cc1 (configuration not stated)
→ -14.0 | 12.8 | 0.0
(67) COc1cc(NC(=O)CCCC(=O)OCC(F)(F)C(F)F)nc(OC)n1
→ -2.7 | 13.4 | -1.7
(68) COc1cc(C(=O)OCc2cccc(OC)c2OC)ccc1OCC(=O)N1CCOCC1
→ -12.2 | 2.0 | -2.4
(69) CCOc1ccc(/C=C(\C#N)C(=O)c2c(C)[nH]c3ccccc23)cc1OC
→ -0.1 | 14.3 | 2.7
(70) CC1CCCCN1S(=O)(=O)c1coc(C(N)=O)c1 (configuration not stated)
→ 3.9 | 10.5 | -0.9
(71) c1ccc(CC2CCN(c3nc4ccccc4n4cnnc34)CC2)cc1
→ -20.5 | 38.0 | 0.9
(72) Cc1nnc(N2CCCC(C(=O)Nc3cc(F)ccc3F)C2)c2nn(-c3ccccc3)c(C)c12 (configuration not stated)
→ -27.4 | 0.1 | 0.2
(73) CN(C(=O)COC(=O)c1cccnc1Cl)C1CCCCC1
→ -9.7 | 8.0 | -0.6
(74) Cc1ccc(CNC(=O)c2cccc3c2C(=O)c2ccc(N4CCC(C)CC4)cc2S3(=O)=O)cc1
→ 30.1 | 2.6 | 0.1
(75) O=C(CNCC1CCCO1)N1CCN(S(=O)(=O)c2ccc3ccccc3c2)CC1 (configuration not stated)
→ -21.5 | 24.8 | -0.1
(76) COc1ccc(-c2[nH]ncc2-c2csc(C)n2)c(O)c1
→ -9.1 | 12.8 | -0.6
(77) CN(C)/C=C(\C#N)S(=O)(=O)c1ccccc1
→ 8.6 | -4.8 | -0.9
(78) O=C(Cn1ncc(Cl)c(Cl)c1=O)NC(=O)NC1CCCCC1
→ 9.8 | 13.8 | 1.4
(79) Cc1ccc(-c2nnc(SCC(=O)Nc3ccc(N4CCOCC4)cc3)o2)cc1
→ -3.7 | 10.9 | -1.4
(80) O=C(NCCc1ccccc1)c1c(O)c2cccc3c2n(c1=O)CC3
→ -21.0 | 36.8 | -1.0
(81) O=C(NNC(=S)NC(=O)c1cccs1)c1ccc(NC(=O)c2ccccc2)cc1
→ -8.0 | 0.7 | nt
(82) COCC1CCCCN1C(=O)C1CCN(c2nc(-c3ccccc3)nc3c2CCC3)CC1 (configuration not stated)
→ -8.5 | 23.2 | 1.9
(83) CCOC(=O)c1ccc(N2Cc3ccccc3C2=N)cc1
→ -10.9 | 5.4 | -1.6
(84) Cc1nc2nc(CNC(=O)OC(C)(C)C)nn2c(C)c1CCC(=O)Nc1ccc2c(c1)OCO2
→ -9.6 | -7.1 | -0.5
(85) COC(=O)[C@]1(Cc2ccccc2)N[C@H](CN(C)C(=O)C2CCCCC2)[C@@H]2C(=O)N(C)C(=O)[C@@H]21
→ -7.7 | 1.7 | nt
(86) S=c1[nH]nc(COc2ccccc2)n1C1CCCCC1
→ -7.0 | 22.0 | -2.1
(87) O=C(c1ccccc1)c1ccccc1C(=O)N1CCN(C(=O)c2ccccc2)CC1
→ -5.9 | 2.3 | -1.1
(88) O=C(CSc1ccc(Cl)cc1)Nc1ccc(N2CCN(C(=O)c3ccc(Cl)cc3)CC2)cc1
→ -0.8 | 19.4 | -1.8
(89) COC(=O)Cc1ccc2c3ccccc3n(C)c2c1
→ -19.5 | 45.0 | -0.4
(90) COc1cc(NC(=O)Cc2nn(C)c(=O)c3ccccc23)cc(OC)c1OC
→ -18.1 | 3.1 | -2.3

Values run as follows: OX1R antag-1 | OX1R antag-2 | STK33 inh
(91) CCOc1ccc2nc(NCCNC(=S)NCCCN(C)C)c(C#N)cc2c1
→ -24.9 | 20.8 | -0.4
(92) O=C(NCc1ccccn1)C1CCCCC1
→ -10.1 | 10.2 | -2.3
(93) Cc1c(CCC(=O)O)c(=O)oc2cc3occ(-c4ccc(Br)cc4)c3cc12
→ -3.2 | 16.6 | 0.3
(94) CC(=O)Nc1ccc2nc(NS(=O)(=O)c3ccc(C)cc3)sc2c1
→ -2.4 | 3.1 | -0.9
(95) CCn1c(Cl)c(C=O)s/c1=N\S(=O)(=O)c1ccccc1
→ 16.9 | 51.2 | -0.6
(96) COC(=O)CCc1nc2ccccc2nc1OC
→ -0.6 | 25.3 | -0.2
(97) Cc1oc(-c2ccc(Cl)cc2)nc1CN1CCCC(C(=O)NCc2ccco2)C1 (configuration not stated)
→ -39.9 | 5.7 | -0.6
(98) O=C(CN1CCNCC1)NCCSc1ccc(Cl)cc1
→ -31.3 | 7.8 | -3.7

Compounds 89 to 95, quoted:
Values run as follows: OX1R antag-1 | OX1R antag-2 | STK33 inh
(89) COC(=O)Cc1ccc2c3ccccc3n(C)c2c1
→ -19.5 | 45.0 | -0.4
(90) COc1cc(NC(=O)Cc2nn(C)c(=O)c3ccccc23)cc(OC)c1OC
→ -18.1 | 3.1 | -2.3
(91) CCOc1ccc2nc(NCCNC(=S)NCCCN(C)C)c(C#N)cc2c1
→ -24.9 | 20.8 | -0.4
(92) O=C(NCc1ccccn1)C1CCCCC1
→ -10.1 | 10.2 | -2.3
(93) Cc1c(CCC(=O)O)c(=O)oc2cc3occ(-c4ccc(Br)cc4)c3cc12
→ -3.2 | 16.6 | 0.3
(94) CC(=O)Nc1ccc2nc(NS(=O)(=O)c3ccc(C)cc3)sc2c1
→ -2.4 | 3.1 | -0.9
(95) CCn1c(Cl)c(C=O)s/c1=N\S(=O)(=O)c1ccccc1
→ 16.9 | 51.2 | -0.6
